H9c2 TAG inh – triacylglycerol accumulation inhibition. H9c2 cells, Nile Red lipid (TAG) fluorescence; cells loaded with 200 µM oleic acid. inhibition, % at 12.5 µM. 230,000 tested, 0.66% active. AID 651582;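 active = pattern-corrected inhibition of lipid staining of at least 50% with the nuclear-stain viability signal not falling by more than 50%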;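 also: 0% = DMSO wells and 100% = triacsin C control wells; some results filed as inactive read as strong as hits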
H9c2 TAG inh DAPI viability – further read-out of H9c2 TAG inh, marked with its call; DAPI nuclei signal change (viability), lower = more cytotoxic, %;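 whole-well DAPI fluorescence read on a plate reader as a viability signal; minus 50 percent equals half of cells still viable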
The depositor's hits bear a star. An excerpt (hit frequency here may not be typical).

molecule	H9c2 TAG inh DAPI viability	H9c2 TAG inh
CCCn1nc2cc(C(=O)NCc3ccc(OC(F)(F)F)cc3)ccc2c1OCC	0	16
C=CCNc1nc(NCC)nc(N2CCOCC2)n1	6	-10
COc1ccc(S(=O)(=O)N2CCCCCC2)cc1NC(=O)Cc1ccccc1	5	-5
CC(=O)c1ccc(NC(=O)c2ccc([N+](=O)[O-])o2)cc1	-79	96
CNC(=S)Nc1cc(C(=O)N2CCCC2)ccc1N1CCCC1	3	16
Cc1cc(=O)c(C(=O)Nc2cccc(N3CCCC3=O)c2)nn1-c1ccccc1F	104	-12
COc1cccc(NC(=O)CN(C)C(=O)CC(C)c2ccccc2)c1 (configuration not stated)	0	3
CN(CCc1cnn(C)c1)C(=O)CCc1nnc(CCCc2ccccc2)o1	0	-2
CC(C)NCC#CCOc1ccc(Cl)cc1	-14	11
Cn1cc(S(=O)(=O)NC[C@H]2O[C@@H](n3ccc(=O)[nH]c3=O)[C@H](O)[C@@H]2O)cn1	8	-8
CC(C)CCNC(=O)CC1C(=O)N(Cc2ccccc2)C(C)c2nc3ccccc3n21 (configuration not stated)	2	2
Nc1cc(OC(=O)c2ccccc2Br)nn1S(=O)(=O)c1ccccc1	-11	20
CN1C(=O)CC(Nc2cccc3cccc(N)c23)C1=O (configuration not stated)	-5	13
CCN=c1sc(C(=O)OC)cc(=O)n1CC	0	5
COc1cc(C2C(C#N)=C(N)Oc3n[nH]c(-c4cccs4)c32)cc(OC)c1O (configuration not stated)	2	-5
Clc1cccc(-c2nc(-c3ccccn3)no2)c1	-2	-12
CCOc1ccc2nc(SCC(=O)N(CCOC)c3c(N)n(Cc4ccccc4)c(=O)[nH]c3=O)[nH]c2c1	2	-19
CCOC(=O)/C=c1\s/c(=C\c2ccc3cc(OC)ccc3c2)c(=O)n1CC(=O)NCC1CCCO1 (configuration not stated)	-18	36
COC(=O)CSC1=C(C#N)C(c2ccc(C)o2)CC(=O)N1 (configuration not stated)	2	1
O=C(CN1CCOc2ccccc21)N1CCCC1	3	-14
CN(Cc1ccccc1)C(=O)C1CCC(CNS(=O)(=O)c2cccc3cccnc23)CC1 (configuration not stated)	-10	-10
O=C(CCc1nc2ccccc2c(=O)[nH]1)Nc1nnc(SCc2ccc(F)cc2)s1	2	-19
C=CCn1c(Cc2ccccc2)nnc1SCc1nc2ccccc2c(=O)[nH]1	-3	1
COc1ccc(C2=NO[C@@H]3[C@@H]4C[C@@H]([C@H]5C(=O)N(C)C(=O)[C@@H]45)[C@H]23)c(OC)c1	10	-6
Cc1ccc(SCC(=O)NCC(C)C)cc1	-14	12
CCOC(=O)c1cc(-c2ccc(Cl)cc2)nc2c1c(=O)[nH]c(=O)n2CCOC	56	25
O=C(NCCc1ccccc1)c1ccc2nc(-c3ccco3)c(-c3ccco3)nc2c1	9	-6
CC(=O)N1CCCc2cc(S(=O)(=O)CCC(=O)N3CCN(c4cccc(C)c4)C(C)C3)ccc21 (configuration not stated)	-4	2
COC(=O)c1cn(CC(=O)Nc2ccc(F)cc2)c2ccccc12	-1	2
CSc1nc2nc(-c3ccccc3)cc(=O)n2[nH]1	2	16
CCCCc1cn([C@@H](CCCCN)C(=O)N2CCNCC2)nn1	3	5
CN1N=C(C(=O)N2CCCC(Nc3ccc(F)c(F)c3)C2)CCC1=O (configuration not stated)	5	-5
CCOc1cccc(C2C(C(=O)c3ccc(C)o3)=C(O)C(=O)N2c2nccs2)c1 (configuration not stated)	3	-27
O=C(C1=NNCC1c1ccccc1)C1OC1c1ccccc1 (configuration not stated)	7	-4
O=C(Cc1ccc(-c2ccccc2)cc1)N1CCOCC1	-7	0
O=C(CCN1C(=O)/C(=C\C=C\c2ccccc2)SC1=S)Nc1cccc(C(=O)O)c1	-2	10
C=CCOC(=O)Nc1ccc(Cl)cc1NC(=O)OCC=C	2	-5
CC1(C(=O)NS(=O)(=O)c2ccc(Br)cc2)CCN1C(=O)Cc1cccs1 (configuration not stated)	9	1
CCC(=O)N1CCC1(C)C(=O)Nc1cccc(OC)c1OC (configuration not stated)	23	-6
COCCNC(=O)C1(C)CCCN(Cc2ccc3ccccc3c2Br)C1 (configuration not stated)	-2	-12

In the list so far, these have an NH in an aromatic ring:
molecule	H9c2 TAG inh DAPI viability	H9c2 TAG inh
Cn1cc(S(=O)(=O)NC[C@H]2O[C@@H](n3ccc(=O)[nH]c3=O)[C@H](O)[C@@H]2O)cn1	8	-8
COc1cc(C2C(C#N)=C(N)Oc3n[nH]c(-c4cccs4)c32)cc(OC)c1O (configuration not stated)	2	-5
CCOc1ccc2nc(SCC(=O)N(CCOC)c3c(N)n(Cc4ccccc4)c(=O)[nH]c3=O)[nH]c2c1	2	-19
O=C(CCc1nc2ccccc2c(=O)[nH]1)Nc1nnc(SCc2ccc(F)cc2)s1	2	-19
C=CCn1c(Cc2ccccc2)nnc1SCc1nc2ccccc2c(=O)[nH]1	-3	1
CCOC(=O)c1cc(-c2ccc(Cl)cc2)nc2c1c(=O)[nH]c(=O)n2CCOC	56	25
CSc1nc2nc(-c3ccccc3)cc(=O)n2[nH]1	2	16

Later entries.
molecule	H9c2 TAG inh DAPI viability	H9c2 TAG inh
CCC(=O)/C=C1/Sc2ccc(OC)cc2N1CCO	0	-1
Cc1cc(C(=O)Nc2cccc([N+](=O)[O-])c2C)cs1	-6	10
C=C(C)CSc1cc(C)nc2c(-c3ccccc3)c(C)nn12	8	6
Nc1o[nH]c(=O)c1C1CCCCC1	2	-2
COCCCN1C(=O)C(CC(=O)NC(c2ccccc2)c2ccccc2)CC(C(=O)N(C)C)=C1C (configuration not stated)	6	3
CCOC(=O)CSc1nnc(Cc2ccccc2)n1-c1ccc(C)cc1	2	-1
COc1ccc(NC(=O)Cn2cnc3sc(C)c(S(=O)(=O)N4CCOCC4)c3c2=O)c(OC)c1	12	-6
O=C(NCC1CCCN1S(=O)(=O)c1cccs1)c1cccc(F)c1 (configuration not stated)	-3	-10
CC(=O)Nc1ccc(NC(=O)C2(C)CC2(Cl)Cl)cc1 (configuration not stated)	10	-11
CCCCc1nc(SCC(=O)Nc2nnc(CCCC)s2)n[nH]1	0	11
Cc1noc(C)c1COc1ccc(C(=O)N2CCN(S(=O)(=O)c3ccc(F)cc3)CC2)cc1	-4	-2
CC1CCN(C(=O)c2[nH]cnc2C(=O)N[C@@H](C)C(=O)OCc2ccccc2)CC1	-1	-2
CC(=O)NCCNc1nc(NC(C)C)nc2cc(-c3ccccc3)sc12	17	18
CCCCC1(C)NC(=O)N(CC(=O)N2CCc3ccccc32)C1=O (configuration not stated)	3	0
COc1cc(/C=C2\COC/C(=C\c3ccc(O)c(OC)c3)C2=O)ccc1O	-11	13
CN(Cc1ccccc1Cl)C(=O)C1CC(=O)N(c2ccc3c(c2)OCCO3)C1 (configuration not stated)	-5	-1
Cc1cc(NC(=O)c2cccc(S(=O)(=O)N(C)C)c2)n(-c2ccccn2)n1	3	-63
Clc1ccc(-c2nnc3ccccn23)cc1	-4	3
CC1CCC(NC(=O)c2cccc(S(=O)(=O)N3CCN(c4ccc(F)cc4)CC3)c2)CC1 (configuration not stated)	-10	3
O=C(COc1ccc(Cl)cc1[N+](=O)[O-])N/N=C/c1cccs1	-3	7
CC12CCC(O)CC1=CCC1C2CCC2(C)C3=NN=CC3CC12 (configuration not stated)	3	2
COc1cccc(-c2cc(NC=O)c3ncc(-c4cccc(C(=O)NCCN(C)C)c4)n3c2)c1	-1	34
OCCNc1nc(-c2ccccc2)nc2c1oc1ccccc12	-3	0
Cc1nnc(N(Cc2ccco2)C(=O)c2ccno2)s1	-1	11
COC(=O)c1sccc1NC(=O)C1CC1	-1	-6
Cc1c(NC(=O)c2cccnc2C(=O)O)cccc1C(=O)O	-3	-4
N#C/C(=C\c1ccccc1C(F)(F)F)C(=O)Nc1ccccc1	-5	-2
Cc1ccc2c([N+](=O)[O-])cccc2n1	8	-3
O=C(OCC(=O)N1CCOCC1)C(c1ccccc1)c1ccccc1	-2	20
Oc1nc(Nc2ccccc2)sc1/C=C1\C=Nc2ccccc21	4	6
CCOc1cccc2sc(N(CCN(CC)CC)C(=O)c3ccc(S(=O)(=O)N4CCCC4)cc3)nc12	8	0
Cc1ccc(C)c(S(=O)(=O)N2C(=S)NC(=O)C2CC(C)C)c1 (configuration not stated)	4	4
C[C@@H](NC(=O)c1[nH]cnc1C(=O)Nc1ccccc1F)c1ccccc1	5	-29
CCOC(=O)C1=C(C)N[C@@]2(O)c3ccccc3C(=O)[C@@]12O	1	7
CC1CCCCC1NC(=O)c1cccc(S(=O)(=O)N2CCN(Cc3ccccc3)CC2)c1 (configuration not stated)	11	-20
Cc1ccc(OCC(O)Cn2c(N3CCOCC3)nc3c2c(=O)[nH]c(=O)n3C)cc1 (configuration not stated)	-4	-5
NC(=O)C1CCC(NC(=O)OCc2ccccc2)CC1 (configuration not stated)	-4	23
Cc1sc2ncnc(Sc3nnnn3-c3ccc(Cl)cc3)c2c1C	-1	15
C/C(=N\NC(=O)c1ccccc1C)c1ccc(N2CCOCC2)cc1	7	-9
CCc1ccc(/C=N/Nc2nn[nH]n2)cc1	6	1
CCN(CC(=O)NCc1ccc(Cl)cc1)C(=O)C(C)Sc1ccccc1 (configuration not stated)	6	-40
O=C(CSc1nnc(-c2ccc(C(F)(F)F)cn2)s1)c1ccccc1	4	1
Cc1ccc(CN(Cc2cccnc2)C(=S)Nc2cccc(Cl)c2C)cc1	-16	13
O=C(CN1CCN(C(=O)CNC(=O)c2ccc(N3CCCC3=O)cc2)CC1)Nc1cccc(F)c1	6	7
Cc1cccc(-n2nnc(C(=O)NC3CCCc4ccccc43)c2N)c1 (configuration not stated)	-4	17
CC(C)c1ccc(OCC(=O)NCc2ccco2)cc1	15	-21
NS(=O)(=O)c1ccc(NC(=S)NC2CC2)cc1	15	-9
Nc1cc2nn(-c3ccccc3)nc2cc1Cl	13	27
O=Cc1ccc(-c2ccccc2OC(F)(F)F)o1	12	-3
COc1ccccc1C(=O)N/C(=C\c1ccc2c(c1)OCO2)C(=O)NCCc1nc2ccccc2[nH]1	5	2
O=S(=O)(N/N=C1\CC(c2ccccc2)Oc2ccccc21)c1ccccc1 (configuration not stated)	-14	-4
COc1cc(NC(=O)c2cc([N+](=O)[O-])ccc2NC(=O)CN2CCN(c3ccccn3)CC2)cc(OC)c1	-23*	60*
COC(=O)COc1ccc(Oc2nc(SC)nc(N(C)C)n2)nn1	-4	4
Cc1c(N=Cc2ccc(-c3ccc(Cl)cc3)o2)c(=O)n(-c2ccccc2)n1C	-4	8
CCCN1C(=O)C(NC(C)=O)c2cc(OC)ccc21 (configuration not stated)	-21	43
CCCOc1ccc(Cl)cc1CN1CCOCC1	-2	1
CC(=O)c1ccc(S(=O)(=O)N2CCN(C(=O)CCC3CCCC3)CC2)cc1	-2	-2
COc1ccc(Cn2c(=O)cc(N)n(-c3ccccc3C)c2=O)cc1	-3	9
CC1CCN(C(=O)COC(=O)C(C)N2C(=O)c3ccccc3C2=O)CC1 (configuration not stated)	-4	6
Cc1sc2c(c1C)c(=O)n(-c1cccc(C(F)(F)F)c1)c(=O)n2CC(=O)NCc1ccco1	6	-3

A second format for two compounds above.
> CCOC(=O)CSc1nnc(Cc2ccccc2)n1-c1ccc(C)cc1
  H9c2 TAG inh DAPI viability = 2
  H9c2 TAG inh = -1
> CN1C(=O)CC(Nc2cccc3cccc(N)c23)C1=O (configuration not stated)
  H9c2 TAG inh DAPI viability = -5
  H9c2 TAG inh = 13

Following part:
molecule	H9c2 TAG inh DAPI viability	H9c2 TAG inh
CSCCC(NS(=O)(=O)c1ccc(C)c(C(=O)O)c1)C(=O)O (configuration not stated)	12	-4
COc1ccc(NC(=O)COC(=O)c2ccc3c(c2)OCO3)c(OC)c1	13	-14
CCOC(=O)C1CCCN(c2c(NCCc3ccc(C)cc3)c(=O)c2=O)C1 (configuration not stated)	0	-2
O=C(NNC(=O)c1ccc([N+](=O)[O-])cc1)NC1CCCCC1	2	-8
CN(Cc1cnn(C)c1)S(=O)(=O)c1cccc([N+](=O)[O-])c1	17	-9
CC(=O)Oc1ccc2c(=O)c(N3C(=O)c4ccccc4C3=O)c(C)oc2c1C	-4	-3
CCCn1c(Nc2cccc(OC)c2)nc2ccccc21	-13	2
COc1ccc(-c2cc(C(=O)NCCCN3CCCC3=O)c3ccccc3n2)cc1	13	-5
Cc1ccccc1NS(=O)(=O)c1ccc(C(=O)NCc2ccccc2CN2CCCC2)cc1	-4	10
CCC(C(=O)OC(C)C)c1ccc2ccccc2c1 (configuration not stated)	-1	12
CCCN(CC(=O)Nc1cc(Cl)ccc1Cl)C(=O)c1ccc2n[nH]nc2c1	-6	5
CN(Cc1cccnc1)Cc1cn[nH]c1-c1ccc(-c2ccccc2)cc1	3	1
COc1cc(/C=C/C(=O)OCC(=O)NCc2ccco2)ccc1O	-13	19
